Bioassay records as filed in PubChem BioAssay.
BoNT-A LC inh2 – BoNT/A light chain protease inhibitors, primary screen, biochemical, flow cytometry, MLPCN library. hit rate 0.17% among 360,000. inhibition, % at 10 µM. multiplex microsphere protease substrate cleavage. Botulinum neurotoxin type A light chain protease (Clostridium botulinum A str. ATCC 3502). AID 588499, 2011; note: plate controls were buffer without enzyme for full effect and enzyme alone for no effect
PriA SSB inh – inhibitors of Klebsiella pneumoniae PriA binding to SSB C-terminal tail, primary screen, biochemical, AlphaScreen; inhibition, % at 33 µM; hit rate 0.6% among 430,000; AID 1272365, 2023; AlphaScreen SSBct-PriA binding, biotinylated peptide; in the data active = inhibition mostly above about 37%, no sharp cut-off; inactive = mostly below about 20%;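 note: plate controls were negative control peptide for no effect and reference peptide for full effect; strong numbers were not always called active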
PfHsp40 rescue – rescue of yeast from PfHsp40 toxicity, primary screen, S. cerevisiae, ATP luminescence. growth rescue, % at 12.5 µM. S. cerevisiae expressing PfHsp40, growth rescue. hit rate 0.68% among 340,000; in the data active = growth rescue above about 28%, passing the limit was not always enough; inconclusive = no clear call, values can overlap the other calls;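 note: yeast W303a lacking pdr1 and pdr3 grown in galactose medium; growth measured after three days at 30 °C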
PrPC surface inh – inhibitors of human cell surface prion protein PrPC, primary screen, cell-based, TR-FRET; inhibition, % at 13.8 µM; hit rate 0.43% among 370,000; Major prion protein (Homo sapiens), P04156; TR-FRET read-out; in the data active = inhibition above about 24%; note: 0% = median of the test wells and 100% = reference compound wells
Anthrax LF prot – Bacillus anthracis LF protease inhibitors, primary screen, biochemical, multiplex microsphere, MLPCN library | Lethal factor (Bacillus anthracis), P15917 | multiplex microsphere protease cleavage assay | inhibition, % at 10 µM | hit rate 0.12% among 360,000 | AID 588501, 2011; note: plate controls were buffer without enzyme for full effect and enzyme alone for no effect
Target sequence (P15917 whole entry, looked up): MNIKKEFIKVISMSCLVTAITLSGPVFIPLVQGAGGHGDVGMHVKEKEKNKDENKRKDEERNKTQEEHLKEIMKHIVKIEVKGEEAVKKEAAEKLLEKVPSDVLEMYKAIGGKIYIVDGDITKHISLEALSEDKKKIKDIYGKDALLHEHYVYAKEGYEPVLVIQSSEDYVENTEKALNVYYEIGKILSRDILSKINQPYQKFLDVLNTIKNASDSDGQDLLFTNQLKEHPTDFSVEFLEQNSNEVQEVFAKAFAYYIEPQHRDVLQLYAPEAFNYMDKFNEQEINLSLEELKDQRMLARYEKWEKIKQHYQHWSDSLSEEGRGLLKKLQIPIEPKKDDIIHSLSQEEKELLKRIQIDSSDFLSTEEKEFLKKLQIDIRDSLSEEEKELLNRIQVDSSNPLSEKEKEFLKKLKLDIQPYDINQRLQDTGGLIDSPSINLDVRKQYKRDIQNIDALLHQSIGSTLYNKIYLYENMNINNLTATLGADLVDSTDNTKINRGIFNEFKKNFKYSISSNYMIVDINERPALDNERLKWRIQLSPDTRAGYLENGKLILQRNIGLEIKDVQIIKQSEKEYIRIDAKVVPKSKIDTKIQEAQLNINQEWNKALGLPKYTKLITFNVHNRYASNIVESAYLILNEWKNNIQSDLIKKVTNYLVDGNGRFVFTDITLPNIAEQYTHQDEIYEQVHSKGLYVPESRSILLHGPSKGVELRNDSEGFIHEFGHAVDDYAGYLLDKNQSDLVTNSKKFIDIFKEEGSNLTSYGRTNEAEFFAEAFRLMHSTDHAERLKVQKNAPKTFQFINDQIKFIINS
SARS 3CLpro inh – SARS-CoV 3CLpro protease inhibitors, primary screen, biochemical, quenched FRET. Replicase polyprotein 1ab (Severe acute respiratory syndrome coronavirus), P0C6X7. recombinant SARS-CoV 3CLpro, quenched FRET peptide cleavage. inhibition, % at 6 µM. hit rate 0.14% among 290,000. AID 1706, 2009; in the data active = inhibition above about 12%
TcdB GH inh – TcdB glycohydrolase inhibitors, primary screen, biochemical, single point, plate reader | Toxin B (Clostridioides difficile), P18177 | TcdB glycohydrolase enzymatic assay | inhibition, % at 9.99 µM | hit rate 0.24% among 350,000 | AID 652162, 2013; in the data active = inhibition above about 10%
Vc quorum ag – inducers of Vibrio cholerae quorum light production without autoinducers, primary screen, BH1578 luxS cqsA deficient, single point. V. cholerae BH1578 lux reporter, luminescence, 6 h. activation, % at 18.7 µM. hit rate 0.16% among 350,000. AID 588436, 2011; in the data active = activation mostly above about 9.7%, no sharp cut-off; inconclusive = no clear call, values can overlap the other calls; inactive = mostly below about 3.7%; note: not every result past the cut was called active; inactives centre near 0; reference of the scale not given here
Yp Topo-I inh – Yersinia pestis topoisomerase I inhibitors, primary screen, biochemical, cleavage product accumulation, plate reader, single point; Y. pestis Topo-I cleavage product accumulation; hit rate 0.064% among 360,000; activity, % at 10 µM; in the data active = activity above about 50%, passing the limit was not always enough; inconclusive = no clear call, values can overlap the other calls; note: inactives centre near 2
Starred values were filed as active, the others as inactive; i = inactive; ? = inconclusive; . = no result given; & = joins results of further samples; ! = not confirmed by another sample. Cut-off read from the data, not from the text of the source, unless noted: active = inhibition above about 30%; inconclusive = no clear call, values can overlap the other calls; inactive = below that.

SMILES	BoNT-A LC inh2	PriA SSB inh	PfHsp40 rescue	PrPC surface inh	Anthrax LF prot	SARS 3CLpro inh	TcdB GH inh	Vc quorum ag	Yp Topo-I inh
CCCNC(=O)C1(C)CCCN(Cc2ccc(-c3ccccn3)cc2)C1 (stereo not drawn)	-0.5	.	.	-4	3	.	0.6	0.1	8
CCc1ccc2c(c1)C(c1ccc(N3CCOCC3)cc1)=NNC(c1ccncc1)=N2	-0.9	14	-0.1	-4	3	1	-0.4	i	25
O=C(Cc1ccccc1)c1ccccn1	33*	-7	-1.9	4	23	.	0.1	.	-4
CN1CCN(Cc2nc3ccccc3c(=O)n2Cc2nc(-c3cccc([N+](=O)[O-])c3)cs2)CC1	1.3	-1	-1.2	-18	-4	3	0.7	0.4	6
Cn1c2ccccc2c(=O)c2c(=O)n(Cc3ccccc3)c(-c3ccc(F)cc3)nc21	0.6	-6	-0.8	1	2	2	-0.1	-0.5	10
O=C(Nc1ccc2oc(-c3ccncc3)nc2c1)c1ccccc1	0.6	-7	-1.1	-2	1	4	0.7	i	5
C/C(N)=C(/C#N)C(=O)COC(=O)c1cc(S(=O)(=O)N2CCCCC2)ccc1C	-0.5	-8	0.2	3	-1	2	.	-2.1	15
CC1([N+](=O)[O-])COP(=O)(NC2CC2)OC1 (stereo not drawn)	-0.4	-14	1.0	-4	-2	.	-0.2	1.1	3
COc1ccccc1C(=O)NCCc1c(C)[nH]c2c(C)ccc(F)c12	-2.2	-16	-1.2	2	0	-1	0.6	-0.7	0
CC(C)N=Cc1c(O)[nH]c2ccccc12	-2.5	-2	0.8	-2	-2	-5	.	-0.2	6
Cc1cc(N2CCC(C)CC2)nc(-c2ccccc2O)n1	-0.8	-15	4.4	-6	-6	0	0.3	0.3	-16
O=C(NCc1ccccc1)c1cccc(NC(=O)C2CCCC2)c1	0.5	-11	0.3	6	2	.	1.1	i	3
Cc1cc(C)n2nc(C(=O)N3CCN(c4ccc([N+](=O)[O-])cc4)CC3)nc2n1	0.9	-8	0.9	-36	-4	-1	.	-0.3	-5
O=C(O)C(c1ccccc1)C(c1ccccc1)c1ccccc1 (stereo not drawn)	-0.1	13	-1.4	4	-1	7	-2.5	i	-9
Cc1nnc(NC(=O)c2ccc(S(=O)(=O)N(C)c3ccccc3)cc2)s1	-0.2	-14	0.0	3	-7	.	1.7	-0.3	-9
CCn1c(SCC(=O)N/N=C/c2cc(OC)c(O)c(OC)c2)nc2ccccc21	0.4	.	-0.5	2	-2	0	.	-0.3	-6
COc1ccc(CCNC(C(=O)Nc2cc(C)cc(C)c2)c2ccccc2)cc1 (stereo not drawn)	-1.9	-30	0.4	7	5	0	1.6	-0.4	29
Cc1ccc(S(=O)(=O)N2C[C@H]3n4c(=O)ccc(=O)n4C[C@H](OC(=O)NCc4ccco4)[C@@]3(O)C2)cc1	0.0	.	.	-6	1	.	0.1	-0.5	0
CC(C)CNS(=O)(=O)c1ccc(CCC(=O)N2CCCC2)cc1	0.3	-17	-0.8	6	-6	0	2.3	-0.6	2
C=CCn1c(O)c(C(CC)=Nc2cccc(C(F)(F)F)c2)c(=O)[nH]c1=O	?	-3	-1.1	2	-15	0	1.0	-0.6	-12
Cc1ccc2nc(N3CCN(c4ccccc4F)CC3)c(C=O)c(=O)n2c1	-0.6	-1	0.2	-5	0	1	0.5	-0.2	3
CCCNC(=O)c1cc(C2CCCCN2S(C)(=O)=O)on1 (stereo not drawn)	0.1	.	.	4	-6	.	0.9	-0.1	5
CCOc1cc(/C=N\NC(=O)OC)ccc1OC(=O)c1ccco1	-0.4	.	1.4	-6	-3	-2	2.0	0.6	7
COc1ccc(NC(=O)c2cc(C)nc3ccccc23)cc1S(=O)(=O)N1CCOCC1	-0.7	-1	-1.0	-1	1	.	0.1	-5.7	-1
O=C(CCc1ccc(S(=O)(=O)N2CCOCC2)cc1)N/N=C/c1ccc(F)cc1F	-0.8	.	-0.1	9	-1	0	0.4	-0.3	12
Next section
SMILES	BoNT-A LC inh2	PriA SSB inh	PfHsp40 rescue	PrPC surface inh	Anthrax LF prot	SARS 3CLpro inh	TcdB GH inh	Vc quorum ag	Yp Topo-I inh
Cc1ccc(F)c(NC(=O)CCOc2ccccc2C)c1	-4.6	-39	0.3	2	1	-3	0.8	i	-6
O=C(c1ccc(CS(=O)(=O)c2ccccc2)o1)N1CCOCC1	-0.3	-1	0.6	-5	-8	-1	-0.7	-0.1	-3
COc1ccc(OC)c(C2C(C(N)=O)=C(C)Nc3nc(-c4cccc(Cl)c4)nn32)c1 (stereo not drawn)	0.3	-4	-0.9	42*	1	2	.	i	2
O=C(NC(Nc1nc2ccc([N+](=O)[O-])cc2s1)(C(F)(F)F)C(F)(F)F)c1ccccc1	-1.3	-4	0.5	44*	-4	-2	.	i	-5
COC(=O)c1sccc1NC(=O)CCC1CCCCC1	-2.2	-16	3.5	5	0	-1	.	i	16
COc1cc(/C=C/C(=O)O)cc(S(=O)(=O)NCCCC(=O)O)c1OC	-0.3	-8	-1.0	-4	1	0	0.4	-0.1	10
CCOC(=O)CNc1ncc(C(F)(F)F)cc1Cl	0.3	-7	0.3	4	2	5	0.5	0.3	10
CC(=O)Nc1ccc(S(=O)(=O)N2CCN(C(=O)c3ncoc3-c3ccccc3)CC2)cc1	1.5	-21	0.2	11	0	-2	1.5	-0.9	-9
O=S(=O)(Nc1nnc(C(F)(F)F)s1)c1ccc(Cl)cc1	-6.6	-15	-1.3	11	-15	4	4.8	-0.3	4
CC(C)(C)S(=O)(=O)c1c(C(=O)O)cccc1C(=O)O	0.3	-17	-0.6	6	-6	-6	.	-0.3	4
COc1cccc(NC(=S)N(Cc2ccco2)C(C)c2ccco2)c1 (stereo not drawn)	-0.4	-10	-0.4	9	-2	6	0.7	-2.6	6
Cc1ccc(NC(=O)COC(=O)c2ccc3c(c2)OCCO3)cc1	2.1	-12	-0.9	-2	-6	.	1.6	-2.1	1
COc1cccc(NC(=S)NCc2cccnc2)c1	0.7	3	0.4	-1	-2	1	.	-0.3	-1
O=C(Cc1ccc([N+](=O)[O-])cc1)OCc1c(F)cccc1Cl	.	7	9.2	-1	.	3	0.8	i	4
CCOC(=O)CNC(=O)N1CCCC(N(C)CCc2ccccc2)C1 (stereo not drawn)	1.1	-3	-0.4	1	10	0	-1.1	-0.3	-1
CC1(C)C/C(=N\NC(=S)Nc2ccccc2F)c2cc(O)ccc2O1	-0.6	.	-0.8	-9	-7	7	-1.0	-0.3	-5
Cc1cccnc1NC(=O)COc1ccc2oc3c(c2c1)CCCC3	-0.9	-6	0.0	-4	2	3	3.2	-0.2	14
O=C(Nc1nc2n(n1)C(c1ccccc1)CC(c1ccc(Cl)cc1)N2)c1ccco1 (stereo not drawn)	-0.2	12	2.0	6	-1	2	.	-0.4	25
N/C(=N\O)c1ccc(NC(=O)c2ccc(Br)o2)cc1	0.7	.	-1.7	0	-1	-1	.	-3.1	0
CC(C)[C@H](NS(=O)(=O)c1ccccc1F)C(=O)NC1CCCCC1	0.4	0	-2.1	-3	2	.	1.2	i	10
CN(Cc1ccco1)S(=O)(=O)c1nnc(NC(=O)c2ccccc2Cl)s1	-1.0	-5	-1.0	-3	-2	-1	-0.4	-2.6	-1
Cn1cnc(S(=O)(=O)N2CCN(c3ccccc3)CC2)c1	1.3	-17	8.3	2	4	-1	-4.3	-0.4	-1
O=C(NCC1CC1)c1ccc(Oc2cc(Cl)cc(Cl)c2)o1	0.3	-1	1.2	-9	-5	4	0.6	-0.3	34
COc1ccc(Cl)cc1NC(=O)CN(C)C(=O)CSc1ccc2c(c1)OCCO2	-0.9	-2	-1.3	7	5	.	-0.1	-0.4	10
CSCCCNC(=S)N1CCc2ccccc2C1	0.1	-3	-0.4	8	-5	3	1.8	-2.1	-5
Additional results:
SMILES	BoNT-A LC inh2	PriA SSB inh	PfHsp40 rescue	PrPC surface inh	Anthrax LF prot	SARS 3CLpro inh	TcdB GH inh	Vc quorum ag	Yp Topo-I inh
N#Cc1ccc2ccn(CC(=O)NC3CCCCC3)c2c1	0.6	-21	1.5	3	-4	1	.	i	13
Cc1cc(=O)oc2cc(OCCCN3C(=O)c4ccccc4C3=O)ccc12	0.2	-6	-1.5	7	-1	2	0.0	-0.3	6
C=CCc1ccc(OCCn2cccc2C=O)c(OC)c1	-0.8	-46	0.2	-1	-5	2	.	i	20
CC1(C)CC(=O)C2=C(C1)Nc1ccccc1S2	2.5	2	11	5	0	2	0.4	1.3	0
CCOC(=O)C1(CCOc2ccccc2)CCN(Cc2ccc(CO)o2)CC1	-0.4	-7	-1.3	-7	-1	1	1.7	-0.3	13
O=C(c1ccco1)N1CCN(C(=O)c2cnn3c2NC(c2cccs2)CC3C(F)(F)F)CC1 (stereo not drawn)	-0.6	-2	1.3	-4	-3	-4	1.0	-0.4	8
Cc1ccc(-n2c(C)nc3ccccc3c2=O)cc1C	-0.2	-3	-0.1	-4	-1	0	1.0	0.9	1
O=C(O)c1cc2ccccc2cn1	-0.9	75*!	-0.1	-1	1	.	1.3	-2.0	3
O=C(O)CC1NC(=O)N(C2CCCCC2)C1=O (stereo not drawn)	0.5	-12	-0.4	3	-9	0	0.9	1.0	0
COc1ccc(C#Cc2ccc3c(c2)O[C@H](CN(C)S(=O)(=O)c2ccccc2F)[C@H](C)CN([C@H](C)CO)S3(=O)=O)cc1	0.7	.	.	-4	-3	.	-1.5&-0.3&-0.1	.	.
Cc1ccc(S(=O)(=O)NCCC(=O)OCc2ccc([N+](=O)[O-])cc2)cc1C	3.5	3	-0.1	-2	-1	.	-1.3	i	39
CCCCOc1ccc(/C=C(\C#N)C(=O)NC2CC2)cc1	9.9	-12	.	-7	?	.	0.1	-0.7	10
Cc1nc(Nc2nc(-c3ccccc3)cc(=O)[nH]2)nc2ccccc12	-0.4	-7	1.3	4	0	-2	8.0	i	?
Cc1ccc(S(=O)(=O)N(CC(=O)Nc2cccc([N+](=O)[O-])c2)C(=O)N2CCN(C)CC2)cc1	-45	2&12	-0.5	-15	-13	.	2.6	1.9	-1
CC(C)OC(=O)CSc1nnc(-c2ccncc2)n1N	0.4	8	-0.7	3	-1	2	.	i	-11
O=c1c(-c2nnc(SCc3ccc(Cl)cc3)o2)cccn1Cc1ccccc1	1.4	-5	-1.4	-6	0	3	.	-1.7	39
COc1ccc(C(N)c2csc(Nc3ccc(C(F)(F)F)cn3)n2)cc1 (stereo not drawn)	-0.5	.	.	2	-9	.	1.0	i	-6
COc1ccc(-c2[nH]c3ccccc3c2SCCNC(=O)c2cc3ccccc3oc2=O)cc1	-0.4	4&-3	1.2	-4	-4	0	0.9	-0.1	-17
COc1ccc(C)cc1S(=O)(=O)N1CCCC(C(=O)NCC2CCCO2)C1 (stereo not drawn)	0.0	-15	-0.3	2	0	2	.	5.4	2
COc1ccccc1NC(=O)N1CCN(c2ncccn2)CC1	0.5	5	-1.0	-8	-1	-4	.	i	5

Compound profiles, as listed above. Screens in order: BoNT-A LC inh2, PriA SSB inh, PfHsp40 rescue, PrPC surface inh, Anthrax LF prot, SARS 3CLpro inh, TcdB GH inh, Vc quorum ag, Yp Topo-I inh
Profile of `COc1ccccc1NC(=O)N1CCN(c2ncccn2)CC1` → 0.5, 5, -1.0, -8, -1, -4, ., i, 5
Profile of `COc1ccc(C(N)c2csc(Nc3ccc(C(F)(F)F)cn3)n2)cc1` (stereo not drawn) → -0.5, ., ., 2, -9, ., 1.0, i, -6
Profile of `Cc1cc(=O)oc2cc(OCCCN3C(=O)c4ccccc4C3=O)ccc12` → 0.2, -6, -1.5, 7, -1, 2, 0.0, -0.3, 6

The list is partial (hit frequency here may not be typical).
